UCHL1 inh: inhibitors of human UCHL1 deubiquitinase. inhibition, % at 20 µM. actives 0.2% (n = 47,000). purified UCHL1, Ub-rhodamine cleavage fluorescence
USP28 block: inhibitors of human USP28 deubiquitinase; actives 3% (n = 47,000); purified USP28, Ub-rhodamine cleavage fluorescence, 30 min; AID 1645857, 2021; inhibition, % at 25 µM; Ubiquitin carboxyl-terminal hydrolase 28 (Homo sapiens), Q96RU2
USP17 block: inhibitors of human USP17 deubiquitinase. Ubiquitin carboxyl-terminal hydrolase 17-like protein 5 (Homo sapiens), A8MUK1. purified USP17, Ub-rhodamine cleavage fluorescence, 3 h. inhibition, % at 50 µM. actives 6.5% (n = 47,000). AID 1645855, 2021
USP8 inh: inhibitors of human USP8 deubiquitinase; actives 4.2% (n = 47,000); Ubiquitin carboxyl-terminal hydrolase 8 (Homo sapiens), P40818; inhibition, % at 20 µM; purified USP8, Ub-rhodamine cleavage fluorescence, 30 min
Target sequence (P40818 whole entry, looked up): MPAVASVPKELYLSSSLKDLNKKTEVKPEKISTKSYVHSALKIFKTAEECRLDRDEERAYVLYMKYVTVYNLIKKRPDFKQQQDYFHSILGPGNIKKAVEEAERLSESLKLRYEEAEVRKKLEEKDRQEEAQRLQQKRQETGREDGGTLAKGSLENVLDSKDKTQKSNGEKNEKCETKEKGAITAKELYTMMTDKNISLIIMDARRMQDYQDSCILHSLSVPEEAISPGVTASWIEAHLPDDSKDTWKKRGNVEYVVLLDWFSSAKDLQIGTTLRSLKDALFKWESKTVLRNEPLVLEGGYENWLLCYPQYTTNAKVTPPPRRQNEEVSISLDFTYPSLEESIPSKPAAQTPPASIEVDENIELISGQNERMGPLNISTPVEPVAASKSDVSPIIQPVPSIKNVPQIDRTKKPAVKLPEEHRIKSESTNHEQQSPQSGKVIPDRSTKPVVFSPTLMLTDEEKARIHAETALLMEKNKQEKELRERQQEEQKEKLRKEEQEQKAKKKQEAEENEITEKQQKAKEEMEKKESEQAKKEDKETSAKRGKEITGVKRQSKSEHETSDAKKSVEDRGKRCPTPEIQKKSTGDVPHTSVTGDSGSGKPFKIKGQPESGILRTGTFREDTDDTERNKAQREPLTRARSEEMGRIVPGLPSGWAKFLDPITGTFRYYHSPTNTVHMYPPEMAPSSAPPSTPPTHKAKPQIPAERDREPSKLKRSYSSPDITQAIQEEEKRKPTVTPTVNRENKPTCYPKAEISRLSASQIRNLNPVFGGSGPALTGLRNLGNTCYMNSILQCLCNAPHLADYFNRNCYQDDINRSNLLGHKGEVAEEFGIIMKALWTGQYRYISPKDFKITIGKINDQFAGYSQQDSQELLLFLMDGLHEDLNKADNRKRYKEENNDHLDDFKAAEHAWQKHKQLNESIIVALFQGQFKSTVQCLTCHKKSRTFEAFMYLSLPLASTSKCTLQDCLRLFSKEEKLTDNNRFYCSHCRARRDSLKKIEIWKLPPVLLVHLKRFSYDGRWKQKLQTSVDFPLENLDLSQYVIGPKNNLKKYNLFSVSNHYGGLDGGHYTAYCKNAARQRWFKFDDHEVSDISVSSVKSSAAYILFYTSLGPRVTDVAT
OTUD3 inh: inhibitors of human OTUD3 deubiquitinase. actives 0.7% (n = 47,000). OTU domain-containing protein 3 (Homo sapiens), Q5T2D3. inhibition, % at 25 µM. purified OTUD3, Ub-rhodamine fluorescence, 2 h
USP7 inh: inhibitors of human USP7 deubiquitinase; Ubiquitin carboxyl-terminal hydrolase 7 (Homo sapiens), Q93009; purified USP7, Ub-rhodamine cleavage fluorescence; inhibition, % at 20 µM; actives 0.3% (n = 47,000)
USP30 inh: inhibitors of human USP30 deubiquitinase. AID 1645860, 2021. inhibition, % at 25 µM. Ubiquitin carboxyl-terminal hydrolase 30 (Homo sapiens), Q70CQ3. purified USP30, Ub-rhodamine cleavage fluorescence. actives 5.3% (n = 47,000)
USP10 inh: inhibitors of human USP10 deubiquitinase | purified USP10, Ub-rhodamine fluorescence, 60 min | Ubiquitin carboxyl-terminal hydrolase 10 (Homo sapiens), Q14694 | inhibition, % at 20 µM | actives 1.1% (n = 47,000)
Starred values were filed as active, the others as inactive; / = not tested or not shown. Rule as the data show it: active = inhibition above about 30%; inactive = the rest.

SMILES | UCHL1 inh | USP28 block | USP17 block | USP8 inh | OTUD3 inh | USP7 inh | USP30 inh | USP10 inh
CCOC(=O)C1=C(CN2CCC(C(=O)OCC)CC2)NC(=O)NC1c1ccc(F)cc1 (stereo not given) | 1 | 9 | 2 | 11 | 8 | 3 | 8 | 1
Cc1ccc2nc(-c3ccccc3O)c(NCCc3ccccc3)n2c1 | 1 | 6 | 16 | 80* | 5 | -8 | -12 | 7
COc1cc(NC(C)=O)c(Cl)cc1C(=O)Nc1ccc2c(c1)OCCO2 | -1 | 0 | -8 | -10 | -3 | -2 | -13 | -1
COc1ccc(NS(=O)(=O)c2cccc(NC(=O)CCC(=O)c3ccc(Cl)cc3)c2)cc1 | 6 | 4 | 9 | 6 | -4 | -1 | -1 | 15
CCc1nn2c(S(=O)(=O)N3CCCCCC3)c(C)nc2s1 | -2 | -11 | 2 | -20 | -5 | -8 | 6 | 3
c1cc2c(cc1Nc1nc(CN3CCOCC3)nc3sc4c(c13)CCCC4)OCO2 | 2 | -21 | 0 | 17 | -11 | -10 | -6 | -3
COc1cc(NC(=O)CN2CCc3ccccc32)cc(OC)c1OC | 0 | 2 | -1 | -1 | 1 | 5 | -6 | 0
CCOc1cc(=O)n2c(c1C(=O)Nc1ccccc1F)CCCC2 | 0 | -1 | 6 | 4 | -4 | -4 | -11 | 1
CCN1C(=O)[C@H]2CN(C(C)=O)C[C@H]2C12CCN(C(=O)Cc1ccccc1)CC2 | 0 | 0 | 16 | 24 | 16 | 5 | 22 | -2
CC(C)N1CCc2c(sc(NC(=O)CSc3ccc(Cl)cc3)c2C(N)=O)C1 | -20 | 24 | 50* | -26 | -6 | -21 | 18 | -5
O=C(C1CCN(c2nc3cccnc3s2)CC1)N1CCC(Cc2ccccc2)CC1 | 0 | 22 | 7 | -13 | 6 | 0 | 20 | 4
CC1CC(=O)Nc2cc(S(=O)(=O)Nc3cccc(Cl)c3)ccc2S1 (stereo not given) | 3 | 16 | 17 | 25 | 9 | 6 | 30 | 8
O=C(NCCn1cnc2cc(C(=O)N3CCCC3)ccc21)Nc1ccc(Cl)cc1 | -1 | -11 | -13 | 0 | -8 | -3 | -7 | 6
O=C(NCCC1=CCCCC1)c1cc(-c2ccccc2)c(N2CCOCC2)s1 | -1 | -7 | -6 | -1 | -5 | 3 | -4 | 6
COc1ccc(C(C)NS(=O)(=O)c2c(C)[nH]c(=O)[nH]c2=O)cc1 (stereo not given) | 0 | -7 | 2 | 2 | 0 | 0 | -3 | 1
Cc1ccc(C(=O)N2C[C@H](Oc3cccnc3)[C@H]3OCCC[C@H]32)cn1 | -4 | -4 | -6 | -5 | -3 | -6 | 2 | 0
CCCCNC(=O)N1CCc2nc(NC)n(-c3ccccc3)c(=O)c2C1 | 3 | 10 | 5 | 9 | 8 | 4 | 4 | 0
Cn1c(=O)c2c(ncn2CC(=O)Nc2ccc3c(c2)CCC3)n(C)c1=O | 2 | 5 | -8 | -5 | 0 | 0 | -2 | 0
CCCCNC(=O)c1cc(-c2ccc(Cl)cc2)nc2ccccc12 | -5 | -6 | 8 | -2 | 3 | -2 | 10 | 1
O=c1[nH]c(-c2ccccn2)nc2c1CCN(Cc1cnn(-c3ccc(F)cc3)c1)C2 | -7 | -1 | 44* | -247 | 3 | -6 | 14 | -2
O=C(CSc1nc2ccccc2c(=O)[nH]1)N1CCCCC1 | -1 | -3 | -27 | -20 | 1 | 0 | -1 | -3
Cc1nc2sc(C(c3ccc(F)cc3)N3CCC(O)CC3)c(O)n2n1 (stereo not given) | -1 | 0 | 2 | 8 | 5 | 2 | 10 | 0
CCN1CCN(C(=O)c2cccn2Cc2noc(-c3ccc(C)cc3)n2)CC1 | -4 | -10 | -2 | -125 | -4 | -5 | -32 | -7
O=C(NC1CCCCC1)c1nc(-c2ccccc2)no1 | 0 | / | -5 | 0 | -5 | -3 | / | 3
COc1ccc(CCN2CC(=O)N3C(C)c4[nH]c5ccccc5c4C[C@@H]3C2=O)cc1 (stereo not given in full) | 0 | -19 | -14 | -4 | -14 | -1 | -21 | -5
CC1(C)OC(=O)[C@]2(C)C[C@@H](C(=O)Nc3cccc(Cl)c3)[C@@]1(C)N2 | -2 | -3 | -7 | 13 | -5 | 0 | 1 | -5
COc1ccc(C2c3[nH]c4ccccc4c3C[C@@H]3C(=O)N(C4CCCC4)CC(=O)N23)cc1OC (stereo not given in full) | 7 | -16 | -30 | -12 | -22 | -2 | -126 | -4
COc1ccc2c(c1)CC(C(=O)Nc1ccccc1F)CO2 (stereo not given) | -3 | -7 | -2 | -16 | -6 | -1 | 19 | 2
O=C(Nc1ccc2sccc2c1)c1ccc(F)cc1 | 0 | 10 | 49* | 5 | 0 | 3 | 58* | 1
Cc1ccc(C)c(NC(=O)c2cn(C)cc3c(=O)n(-c4ccccc4)nc2-3)c1 | -1 | 3 | 3 | -14 | 0 | 2 | 11 | -3
CC(C)c1ccc(NC(=O)c2cc(=O)n(C)c3c2c(=O)n(C)c(=O)n3C)cc1 | -4 | -31 | -41 | -13 | -18 | -5 | -158 | -4
CC(=O)Nc1cccc(C(=O)Nc2ncc(C)s2)c1 | 0 | -4 | 0 | -7 | -3 | -6 | -36 | -2
CC(NC(=O)c1nc2n(n1)-c1ccccc1S(=O)(=O)N2)c1cc2ccccc2o1 (stereo not given) | -2 | -2 | 11 | 10 | 7 | 10 | 0 | 37*
COc1cc(C(=O)OCc2csc(-c3ccccc3)n2)cc(Cl)c1OC | 3 | -6 | -13 | -61 | 8 | 0 | -20 | 5
COc1ccc(-c2nsc(NC(=O)COc3cccc(C)c3)n2)cc1OC | 4 | 1 | 4 | -12 | -3 | -1 | -2 | 2
CC(C)(C)c1n[nH]c(C2CN(Cc3nnc(C4CC4)o3)CCO2)n1 (stereo not given) | -1 | -3 | -1 | 0 | -2 | -1 | -5 | -1
O=C1NCC2(CCCN(C(=O)Cc3ccsc3)C2)Oc2ccccc21 (stereo not given) | -1 | -15 | -2 | 0 | -9 | 0 | 1 | -1
CNC(=O)[C@@]12CCCN(c3ncccn3)[C@@H]1CN(Cc1ccc(Cl)cc1)C2 | 3 | 0 | -10 | -7 | 1 | 1 | 14 | -1
CC(C)CNC(=O)C1CCc2nc(N3CCN(C(=O)C4CCC4)CC3)sc2C1 (stereo not given) | -1 | -12 | 4 | -12 | -10 | 0 | -12 | -3
COc1ccc(CNC(=O)[C@H](C)NC(=O)[C@@H]2Cc3c([nH]c4ccccc34)C3c4ccccc4C(=O)N32)cc1 (stereo not given in full) | -16 | -42 | -65 | -35 | -35 | -23 | -171 | -7
CC(=O)N1CCCC1c1cnc(N2CC3(CCCCC3)OC2=O)cn1 (stereo not given) | 2 | 9 | 11 | 21 | 8 | 3 | 27 | 2
CCOC(=O)c1cnc2nc(-c3ccc(OC)cc3)[nH]n2c1=O | 0 | -3 | 17 | 11 | 4 | -1 | 9 | 4
COc1cccc(NC(=O)N2CCN(C3=CC4=NCC(C)N4C=N3)CC2)c1 (stereo not given) | -6 | -6 | -27 | -28 | -14 | 0 | -7 | -3
Cc1ccc(C(=O)N2CCc3c(CNc4ncccn4)nn(C)c3C2)cc1 | -2 | -11 | -37 | -44 | -12 | -5 | -77 | -2
COc1ccc(C(=O)NC2CCN(Cc3c(C)noc3C)C2)cc1F (stereo not given) | -2 | -6 | -15 | -8 | -3 | 0 | -29 | -6

Sorted by count of non-hydrogen atoms (low to high): nine of the compounds above
SMILES | UCHL1 inh | USP28 block | USP17 block | USP8 inh | OTUD3 inh | USP7 inh | USP30 inh | USP10 inh
O=C(Nc1ccc2sccc2c1)c1ccc(F)cc1 | 0 | 10 | 49* | 5 | 0 | 3 | 58* | 1
O=C(NC1CCCCC1)c1nc(-c2ccccc2)no1 | 0 | / | -5 | 0 | -5 | -3 | / | 3
CCCCNC(=O)c1cc(-c2ccc(Cl)cc2)nc2ccccc12 | -5 | -6 | 8 | -2 | 3 | -2 | 10 | 1
COc1ccc(C(=O)NC2CCN(Cc3c(C)noc3C)C2)cc1F (stereo not given) | -2 | -6 | -15 | -8 | -3 | 0 | -29 | -6
CC(C)N1CCc2c(sc(NC(=O)CSc3ccc(Cl)cc3)c2C(N)=O)C1 | -20 | 24 | 50* | -26 | -6 | -21 | 18 | -5
CCN1C(=O)[C@H]2CN(C(C)=O)C[C@H]2C12CCN(C(=O)Cc1ccccc1)CC2 | 0 | 0 | 16 | 24 | 16 | 5 | 22 | -2
CC(NC(=O)c1nc2n(n1)-c1ccccc1S(=O)(=O)N2)c1cc2ccccc2o1 (stereo not given) | -2 | -2 | 11 | 10 | 7 | 10 | 0 | 37*
O=c1[nH]c(-c2ccccn2)nc2c1CCN(Cc1cnn(-c3ccc(F)cc3)c1)C2 | -7 | -1 | 44* | -247 | 3 | -6 | 14 | -2
COc1ccc(CNC(=O)[C@H](C)NC(=O)[C@@H]2Cc3c([nH]c4ccccc34)C3c4ccccc4C(=O)N32)cc1 (stereo not given in full) | -16 | -42 | -65 | -35 | -35 | -23 | -171 | -7

(listing goes on)
SMILES | UCHL1 inh | USP28 block | USP17 block | USP8 inh | OTUD3 inh | USP7 inh | USP30 inh | USP10 inh
Cn1c(=O)c(C(=O)Nc2ccc(Br)cc2)nc2ccccc21 | 26 | 13 | 12 | 77* | 7 | -13 | 34* | 8
Cc1cccc(NC(=O)N2C[C@H](c3nc(-c4cccnc4)no3)[C@@H](C)C2)c1 | 2 | 11 | 5 | 5 | 8 | 4 | 0 | 1
CC(=O)N1CCC(Cc2cnc(-c3ccn[nH]3)cn2)CC1 | 0 | -5 | -10 | -19 | 0 | -1 | -8 | 0
O=C(c1ccc(-c2ccc(F)cc2)o1)N1CCN(C(=O)C2CCCO2)CC1 (stereo not given) | 3 | 5 | 1 | 13 | 3 | 2 | 0 | -1
Cc1cccc(C(=O)N2CCN(c3oc(-c4ccccc4Cl)nc3C#N)CC2)c1 | 2 | -2 | 7 | -1 | -2 | 2 | 18 | 8
COC(=O)c1c(NCc2ccc(F)cc2)c2ccccc2[nH]c1=O | -2 | 0 | -13 | -1 | 1 | -9 | 2 | 0
CN1C(=O)N(CC(=O)N2CCCC2c2cncc(-n3ccnc3)n2)C(=O)C12CCCCC2 (stereo not given) | 1 | 6 | 11 | 36* | 9 | -1 | 17 | 0
Cc1cc(C)cc(Nc2cc(C(=O)N3CCOCC3)c3ccccc3n2)c1 | 5 | -18 | -9 | 1 | -5 | -2 | -13 | -1
Cc1nc(-c2cnccn2)n(CC(=O)Nc2cccc(F)c2)c(=O)c1C | 2 | 24 | 14 | 26 | 13 | 2 | 28 | 1
O=C(COc1cccc2ccc(N3CCC(Cc4ccccc4)CC3)nc12)NCc1ccc(F)cc1 | 2 | 19 | 35* | 66* | 36* | 9 | 28 | 13
Cc1nccc(C(=O)N2CCCC(c3ncc(Cc4ccccc4)o3)C2)n1 (stereo not given) | 4 | 12 | 18 | 3 | 15 | 2 | 15 | 0
Cc1c(Cl)cccc1NC(=O)CCn1cnc2ccccc2c1=O | 0 | 24 | 55* | 20 | 9 | -27 | 74* | 2
Cc1ccc(C(=O)Nc2ccccc2CN2CCOCC2)cc1-n1cccn1 | 5 | 2 | 5 | 2 | 5 | 4 | 0 | 1
O=C(c1cccc([N+](=O)[O-])c1)[C@H]1[C@]2(C(=O)Nc3ccccc32)[C@@H]2CCCN2[C@@]12C(=O)Nc1ccccc12 | 5 | 35* | 6 | 6 | 18 | 6 | 18 | 14
Oc1cc(OCCN2CCOCC2)ccc1-c1[nH]ncc1-c1ccc(Br)cc1 | 0 | -15 | / | 76* | -14 | -2 | -70 | 2
COc1ccc(CC(=O)NCc2nnc3c(C(F)(F)F)cc(Cl)cn23)c(OC)c1 | -1 | -5 | -5 | -26 | -5 | -4 | -75 | -1
COc1ccc(NC2=NC(c3cccnc3)n3c(nc(C)cc3=O)N2)cc1 (stereo not given) | -1 | 4 | -8 | -3 | -3 | 0 | -15 | -1
O=C(Cc1ccc(Cl)cc1Cl)N1CCC[C@H]1[C@H](O)c1nccs1 | -1 | -7 | -42 | -76 | 1 | -10 | -2 | 1
CCN1CCN(c2ccc(S(=O)(=O)N3CCOCC3)cc2N)CC1 | 0 | -5 | 0 | 8 | -8 | 4 | 9 | 0
O=C(O)c1c(CNCc2cccs2)c2ccccc2n1Cc1cccc(F)c1 | -136 | -12 | 47* | 0 | 0 | -176 | -2 | -10
Cc1ccc(NC(=O)c2ccccc2)c(=O)n1CC(=O)N1CCN(c2ccc(F)cc2)CC1 | 0 | -15 | -9 | -17 | -7 | 0 | -5 | -4
CCc1ccccc1Nc1cc(C(=O)NC2CCCC2)c2ccccc2n1 | 3 | -4 | -5 | -14 | 0 | 4 | -33 | 0

Assay outcomes deposited in PubChem BioAssay by Dana-Farber Cancer Institute and Novartis Institutes for BioMedical Research (Cambridge, Mass).
